Compound activity (PubChem)
Anthrax LF inh2: Bacillus anthracis LF protease inhibitors, primary screen, biochemical, multiplex microsphere, MLPCN library. Lethal factor (Bacillus anthracis), P15917. multiplex microsphere protease cleavage assay. inhibition, % at 10 µM. 360,000 compounds, 0.12% hits; note: plate controls were buffer without enzyme for full effect and enzyme alone for no effect
Target sequence (P15917 whole entry, looked up): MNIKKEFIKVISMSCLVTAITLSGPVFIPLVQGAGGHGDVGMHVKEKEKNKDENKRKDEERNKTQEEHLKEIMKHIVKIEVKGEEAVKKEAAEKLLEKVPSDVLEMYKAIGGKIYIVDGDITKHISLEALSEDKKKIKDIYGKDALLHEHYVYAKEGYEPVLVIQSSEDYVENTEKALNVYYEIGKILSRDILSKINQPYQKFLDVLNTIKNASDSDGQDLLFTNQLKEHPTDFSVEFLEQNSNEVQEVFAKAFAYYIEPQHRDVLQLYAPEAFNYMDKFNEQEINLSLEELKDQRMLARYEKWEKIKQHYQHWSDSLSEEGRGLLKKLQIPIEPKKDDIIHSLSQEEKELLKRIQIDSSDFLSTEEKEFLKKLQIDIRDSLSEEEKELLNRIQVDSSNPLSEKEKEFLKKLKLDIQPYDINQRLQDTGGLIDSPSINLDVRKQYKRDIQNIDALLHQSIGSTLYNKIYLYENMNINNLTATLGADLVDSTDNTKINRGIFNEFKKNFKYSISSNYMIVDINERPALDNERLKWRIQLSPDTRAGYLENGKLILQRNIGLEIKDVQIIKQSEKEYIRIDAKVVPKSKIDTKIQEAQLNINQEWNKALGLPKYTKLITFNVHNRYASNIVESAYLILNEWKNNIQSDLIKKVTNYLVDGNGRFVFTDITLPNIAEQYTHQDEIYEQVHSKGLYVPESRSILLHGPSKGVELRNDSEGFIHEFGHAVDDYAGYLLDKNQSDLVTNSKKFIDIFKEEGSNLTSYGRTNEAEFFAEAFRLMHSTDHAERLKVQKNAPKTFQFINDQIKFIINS
PriA SSB inh: inhibitors of Klebsiella pneumoniae PriA binding to SSB C-terminal tail, primary screen, biochemical, AlphaScreen. PriA–SSB C-terminal tail interaction (Klebsiella pneumoniae). AlphaScreen SSBct-PriA binding, biotinylated peptide. inhibition, % at 33 µM. 430,000 compounds, 0.6% hits. AID 1272365, 2023; in the data active = inhibition mostly above about 37%, no sharp cut-off; inactive = mostly below about 20%;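 note: plate controls were negative control peptide for no effect and reference peptide for full effect; strong numbers were not always called active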
PfHsp40 rescue: rescue of yeast from PfHsp40 toxicity, primary screen, S. cerevisiae, ATP luminescence; S. cerevisiae expressing PfHsp40, growth rescue; 340,000 compounds, 0.68% hits; growth rescue, % at 12.5 µM; in the data active = growth rescue above about 28%, passing the limit was not always enough; inconclusive = no clear call, values can overlap the other calls;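 note: yeast W303a lacking pdr1 and pdr3 grown in galactose medium; growth measured after three days at 30 °C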
Yp Topo-I inh: Yersinia pestis topoisomerase I inhibitors, primary screen, biochemical, cleavage product accumulation, plate reader, single point. DNA topoisomerase I (Yersinia pestis CO92). Y. pestis Topo-I cleavage product accumulation. activity, % at 10 µM. 360,000 compounds, 0.064% hits. AID 504884, 2011; in the data active = activity above about 50%, passing the limit was not always enough; inconclusive = no clear call, values can overlap the other calls; note: inactives centre near 2
BoNT A protease: BoNT/A light chain protease inhibitors, primary screen, biochemical, flow cytometry, MLPCN library; Botulinum neurotoxin type A light chain protease (Clostridium botulinum A str. ATCC 3502); multiplex microsphere protease substrate cleavage; AID 588499, 2011; inhibition, % at 10 µM; 360,000 compounds, 0.17% hits; note: plate controls were buffer without enzyme for full effect and enzyme alone for no effect
TcdB GH inh: TcdB glycohydrolase inhibitors, primary screen, biochemical, single point, plate reader | TcdB glycohydrolase enzymatic assay | Toxin B (Clostridioides difficile), P18177 | 350,000 compounds, 0.24% hits | inhibition, % at 9.99 µM; in the data active = inhibition above about 10%
SARS 3CLpro inh: SARS-CoV 3CLpro protease inhibitors, primary screen, biochemical, quenched FRET; Replicase polyprotein 1ab (Severe acute respiratory syndrome coronavirus), P0C6X7; recombinant SARS-CoV 3CLpro, quenched FRET peptide cleavage; inhibition, % at 6 µM; 290,000 compounds, 0.14% hits; in the data active = inhibition above about 12%
PrPC TRFRET: inhibitors of human cell surface prion protein PrPC, primary screen, cell-based, TR-FRET; AID 720596, 2013; inhibition, % at 13.8 µM; 370,000 compounds, 0.43% hits; Major prion protein (Homo sapiens), P04156; TR-FRET read-out; in the data active = inhibition above about 24%; note: 0% = median of the test wells and 100% = reference compound wells
BH1578 lux ind: inducers of Vibrio cholerae quorum light production without autoinducers, primary screen, BH1578 luxS cqsA deficient, single point; 350,000 compounds, 0.16% hits; AID 588436, 2011; V. cholerae BH1578 lux reporter, luminescence, 6 h; activation, % at 18.7 µM; in the data active = activation mostly above about 9.7%, no sharp cut-off; inconclusive = no clear call, values can overlap the other calls; inactive = mostly below about 3.7%; note: not every result past the cut was called active; inactives centre near 0; reference of the scale not given here
Numbers without * were called inactive; i = inactive; u = inconclusive; x = no result given; & = joins results of further samples. Cut-off read from the data, not from the text of the source, unless noted: active = inhibition above about 30%; inconclusive = no clear call, values can overlap the other calls; inactive = below that. Only part of the results is shown; the hit share may differ from the screen's.

mol	Anthrax LF inh2	PriA SSB inh	PfHsp40 rescue	Yp Topo-I inh	BoNT A protease	TcdB GH inh	SARS 3CLpro inh	PrPC TRFRET	BH1578 lux ind
COC(=O)C1=CO[C@@H](O[C@@H]2O[C@H](CO)[C@@H](O)[C@H](O)[C@H]2O)C2C1C=C[C@@]2(O)CO (stereo partly specified)	-10	-9	0.1	26	-0.9	0.0	x	0	-1.0
CCN(CC#CCC(O)(c1ccccc1)C1CCCC1)C(C)C (stereo unspecified)	-3	-12	-2.6	0	0.4	x	8	-5	1.4
O=C(COC(=O)c1ccc(Br)cc1)NCCC1=CCCCC1	1	-4	0.4	34	-1.6	1.1	0	7	-0.3
O=S(=O)(N1CCOCC1)n1c(Cc2ccccc2)nc2ccccc21	-4	-6	1.0	11	0.4	x	-1	5	-3.0
COc1ccc(C(=O)NNC(=O)c2ccncc2)cc1[N+](=O)[O-]	8	1	-1.5	11	0.3	0.0	-2	-7	i
CC(NC(N)=O)C(=O)OCc1ccc(Cl)cc1Cl (stereo unspecified)	0	-8	-0.5	-2	-0.2	x	-1	-4	i
CN(CC(=O)Nc1sccc1C#N)Cc1ccccc1	-2	-9	1.0	-1	5.0	1.3	-2	7	-0.5
CCOc1ccc(C(=O)Nc2ccccc2OC(F)F)cc1	5	2	0.1	7	0.4	0.9	3	2	-0.5
CN(C)CCCNC(=O)c1ccc(-c2ccccc2)cc1	-4	-7	-2.3	-5	0.3	x	-3	-1	i
CC(=O)c1cccc(NC(=O)CCCSc2ccccc2)c1	11	-9	0.4	22	-1.0	-1.2	0	5	i
N=c1n(CCN2CCCCC2)c2ccccc2n1CC(=O)c1ccc(Cl)c(Cl)c1	-7	1	x	5	-5.6	3.9	1	3	-0.4
COCc1cc(C)nc(OCC(=O)N/N=C/c2ccccc2)c1C#N	-1	x	-1.2	4	-0.5	0.7	-1	2	4.3
COc1ccc2c(=O)c(N3C(=O)c4ccccc4C3=O)c(C)oc2c1	0	2	-1.7	14	0.9	-0.2	-7	-2	-0.2
c1ccc(C(c2ccccn2)c2ccccn2)cc1	-2	8	0.0	-5	0.1	-1.8	9	3	2.7
C/C(=N\O)C(=O)NCCCNCCCN(C)C	3	x	-0.6	0	0.8	x	3	-3	1.0
Cc1ccc([C@@H]2CC(=O)[C@@H]3CN(S(=O)(=O)c4ccc(C)cc4)[C@H](c4ccccc4)C[C@@H]3N2S(=O)(=O)c2ccc(C)cc2)cc1	-4	x	x	x	-0.7	-0.7	x	0	x
Cc1cc(C)nc(SCC(=O)Nc2ncc3c(n2)CCCC3=O)n1	-5	-11	0.3	9	-0.1	x	3	12	i
CC(C)NC(=O)C1CCN(S(=O)(=O)c2ccc(N3CCCC3=O)cc2)CC1	-4	6	0.6	1	0.8	-1.7	2	8	0.5
COc1ccc(CCC(=O)NNC(=O)c2ccc(F)cc2)cc1	-2	5	0.0	9	1.6	1.5	-1	1	-4.5
Cc1cccc(Cn2c(O)c(N=NC(=S)Nc3ccccc3F)c3ccccc32)c1	8	3	-2.2	-8	12	-1.2	5	-7	i
c1ccc(-c2nnc(-c3ccncc3)o2)cc1	2	-1&-9	0.0	2	-0.3	x	-3	-8	1.8
COc1ccc(OCc2nnnn2-c2ccccc2)cc1	-2	-22	-0.3	5	-0.3	x	1	0	2.9
C=C1CCN(c2ccc(C(=O)NCc3ccccc3)cc2[N+](=O)[O-])CC1	-6	13	0.6	7	-0.2	1.3	5	-3	2.2
COc1ccc(CNC(=S)N/N=C(/C)c2ccccc2)cc1	4	x	x	13	-0.9	0.9	4	3	i
O=C1COc2ccc(S(=O)(=O)CCC(=O)N3CCN(c4cccc(Cl)c4)CC3)cc2N1	10	-11	-0.9	3	0.2	-1.7	2	5	-0.3
CC(=O)NCC(=O)NC(C(=O)Nc1ccc2c(c1)OCCO2)c1ccccc1 (stereo unspecified)	0	-22	-0.8	4	0.1	0.4	0	2	1.2
O=C(c1ccc(S(=O)(=O)N2CCCCC2)cc1)N1CCN(CCN2C(=O)c3cccc4cccc(c34)C2=O)CC1	3	-2	2.4	-10	-0.5	-0.9	1	-10	-0.1
C=CCc1cccc(/C=N/NC(=O)c2ccc3nc[nH]c3c2)c1O	1	x	0.5	3	0.3	-0.9	-9	17	0.2
Cc1cc(-c2cc(-c3ccccc3)on2)nc(NC2CCCC2)n1	2	-19	3.0	33	-0.3	0.9	x	5	i
Cc1cccnc1CC(C)NC(=O)c1cc(COc2cncc(Cl)c2)on1 (stereo unspecified)	-3	-7	1.0	14	1.0	3.5	1	9	i
O=C(NCCCN1CCOCC1)c1cc(-c2cccc(O)c2)on1	-15	-10	44*	3	-0.2	0.2	-1	0	-4.8
O=C(NC1CCCCC1)C(c1ccccc1)N1CCC2(CC1)OCCO2 (stereo unspecified)	-5	5	0.4	3	-1.9	x	2	2	-12
CCOC(=O)C(=NC1CCCCC1)NNc1cccc(C(F)(F)F)c1	-4	-22	0.8	14	-1.7	x	4	-2	-0.1
CCOC(=O)C1=CCC(c2ccc(Cl)cc2)N(S(=O)(=O)c2ccc(C)cc2)C1 (stereo unspecified)	0	x	x	x	0.0	2.5	x	-6	x
O=C(Cn1c(C(F)(F)F)nc2ccccc21)N1CCCC1	-1	-5	-1.0	-5	1.0	x	6	-2	i
O=C1CCCN2N=C(SCC(=O)Nc3nc4ccccc4s3)SC2=N1	0	0	0.2	-12	-1.5	-0.1	-6	8	-0.9
O=S(=O)(NCCN1CCOCC1)c1ccc2ccccc2c1	x	1	-1.3	-3	x	-1.3	x	0	-0.3
Cc1ccc(C(=O)Nc2ncccc2C)o1	1	-17	0.1	9	2.6	1.3	x	6	i
Cc1ccc(OCCOc2ccc(S(=O)(=O)N3CCCC3)cc2C(N)=O)cc1	3	-15	2.5	21	-2.6	1.6	x	0	i
CCOc1cc(N2CCOCC2)c(OCC)cc1NC(=O)COc1ccccc1[N+](=O)[O-]	-3	-13	0.6	-3	-0.1	0.8	-7	-2	i
CC(Oc1cc(-c2ccccc2)cc2ccccc12)C(=O)N1CCOCC1 (stereo unspecified)	7	-10	-0.1	-3	0.4	x	-1	1	-3.3
COC(=O)c1cc(NC(=O)c2cc(-c3ccc(C(F)(F)F)cc3)oc2C(F)(F)F)ccc1N1CCOCC1	15	-2	-0.1	-5	u	0.2	2	4	-0.6
Cc1ccc(/C=C/C(=O)c2ccc(C)cc2)cc1	-12	5	-0.4	-13	0.3	x	1	2	-0.6
Cc1ccc(S(=O)(=O)Nc2c(C)n(C)n(-c3ccccc3)c2=O)cc1C(=O)OC(C)C(=O)N(C)c1ccccc1 (stereo unspecified)	-2	-6	-0.6	27	-0.3	1.0	-5	-3	-0.3
COc1ccc(C(CCNCc2ccc(N(C)C)cc2)c2ccccc2)cc1 (stereo unspecified)	-7	58	0.5	0	-3.6	-0.2	3	-11	i
CCC(Sc1nc(N)c(NC(=O)c2ccc(OC)cc2)c(=O)[nH]1)C(=O)O (stereo unspecified)	-1	-14	-0.1	-3	-1.4	0.6	2	1	i
COC(=O)Cc1c(O)ccn(Cc2ccc(F)cc2)c1=O	-13	-13	0.2	5	-0.5	x	6	2	i
O=C(Oc1cc2oc(=O)c3c(c2cc1Cl)CCCC3)c1ccco1	0	8	0.0	0	0.5	x	5	-5	i
Cc1cc(C)nc(SCc2nnc(SCc3ccc([N+](=O)[O-])cc3)n2Cc2ccco2)n1	0	-6	0.0	31	0.4	0.2	-3	-17	-0.2
O=c1oc(-c2cccnc2)nc2ccccc12	-4	-9	-0.9	-3	0.7	x	1	3	-0.6

(cont.)
mol	Anthrax LF inh2	PriA SSB inh	PfHsp40 rescue	Yp Topo-I inh	BoNT A protease	TcdB GH inh	SARS 3CLpro inh	PrPC TRFRET	BH1578 lux ind
CN1CCN(c2ccccc2NC(=O)Cc2ccc(Cl)cc2)CC1	1	2	-1.9	-5	5.3	1.4	-2	x	i
CCCS(=O)(=O)N1CCC(C(=O)c2cccc(C(F)(F)F)c2)CC1	1	-13	3.6	10	-0.7	0.8	1	2	4.2
COc1ccc(C2C3=C(CC(C)(C)CC3=O)Oc3ncn(CC(C)C)c(=N)c32)cc1 (stereo unspecified)	0	6	-0.3	8	-0.8	x	2	7	x
COc1ccc(S(=O)(=O)N(C)C[C@H]2Oc3c(NS(=O)(=O)c4cn(C)cn4)cccc3C(=O)N([C@H](C)CO)C[C@@H]2C)cc1	-6	-7	0.8	8	-1.3	-0.2&0.2	x	0	-1.0
N#Cc1ccccc1NC(=O)CSc1nnc(-c2ccc(F)cc2)n1-c1ccccc1	4	-9	0.0	-1	0.4	x	0	38*	3.0
O=C(CNc1cccc(S(=O)(=O)N2CCOCC2)c1)Nc1ccc(C(F)(F)F)cc1	x	-10	1.5	-8	x	-0.1	x	0	-0.3
COc1cc(NC(=O)CN2C(=O)NC(c3ccccc3)(c3ccccc3)C2=O)c(C)cc1[N+](=O)[O-]	0	14	2.7	-2	0.1	0.8	1	-8	-0.3
CCCNC(=O)N1CCC(Cc2ccccc2)CC1	2	-8	-1.4	-5	2.0	0.8	-3	-7	i
Cc1noc(C)c1S(=O)(=O)N1CCCC(C(=O)N2CCC(C)CC2)C1 (stereo unspecified)	-6	-1	-0.5	-13	-1.7	x	3	3	0.5
CCOc1ccc(-c2nnn(CC(=O)NCCc3c[nH]c4ccccc34)n2)cc1	-9	11	0.1	-4	0.7	x	5	2	-0.4
COc1ccccc1/C=C\C=N\NC(=O)c1ccco1	0	x	-0.8	24	-1.6	-0.5	1	4	-0.2
CN1CCN(c2ccc([N+](=O)[O-])c(N)c2)CC1	0	-6	0.0	0	-0.5	x	-3	-18	0.0
CC(C)C(=O)Nc1nnc(CCN(CCc2nnc(NC(=O)C(C)C)s2)[N+](=O)[O-])s1	6	-16	-1.6	6	-2.5	2.6	3	8	-0.5
O=C(CSc1nncs1)NCCNC(=O)CSc1nncs1	u	-10	-0.8	3	u	1.7	x	-5	7.1
COc1cccc2sc(=NC(=O)CS(=O)(=O)c3ccc(Cl)cc3)n(C)c12	-5	-1	-1.2	-9	-2.0	1.4	x	17	-10
Cc1ccc(/C=N/NC(=O)Cc2cccn2C)cc1	11	i	2.5	-1	1.1	-1.4	-5	11	-0.4
Cc1ccc(SC2=C(C(=O)O)CCCC2)cc1	-10	-21	-0.4	10	-5.1	2.4	11	4	-2.3
CCCCC(=O)Nc1ccc(C(=O)Nc2ccc(S(=O)(=O)Nc3ccc(C)cc3)cc2)cc1	0	-2	9.1	-11	0.4	x	2	9	-0.2

Molecules listed so far that have a COOH group, in the order listed:
mol	Anthrax LF inh2	PriA SSB inh	PfHsp40 rescue	Yp Topo-I inh	BoNT A protease	TcdB GH inh	SARS 3CLpro inh	PrPC TRFRET	BH1578 lux ind
CCC(Sc1nc(N)c(NC(=O)c2ccc(OC)cc2)c(=O)[nH]1)C(=O)O (stereo unspecified)	-1	-14	-0.1	-3	-1.4	0.6	2	1	i
Cc1ccc(SC2=C(C(=O)O)CCCC2)cc1	-10	-21	-0.4	10	-5.1	2.4	11	4	-2.3
